Screening data deposited in PubChem BioAssay by several laboratories.
HSF1 inhib – HSF1 inhibition | NIH3T3-HGL HSE-luciferase, MG132-induced, luminescence 8 h; stronger effect = lower value | activity change, negative = inhibition, % at 7.5 µM (by protocol) | 300,000 tested, 0.77% active;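 active = more than half of replicate wells show activity change below -50%, luminescence cut by over half; inconclusive = some wells, but at most half, below -50%; inactive = no replicate well below -50%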;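 note: luciferase reports HSF-1 transcriptional activity via heat shock element; 0% = median of DMSO wells and -100% = zero luminescence signal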
AI-2 QS modul – Vibrio harveyi AI-2 quorum sensing modulation | Vibrio harveyi JMH597 AI-2 luminescence/OD600 ratio, 9 h; stronger effect = lower value; strain lacks LuxN and CqsS sensors; 0 = neutral-control median | activity change, % at 7.5 µM | 300,000 tested, 0.4% active | AID 2094; in the data active = activity change below about -75%, passing the limit was not always enough; inconclusive = no clear call, values can overlap the other calls;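 note: luminescence divided by OD600 gain over 9 h not by final OD600 alone; inactives centre near 13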
HSP90 refold inh – HSP90 refolding inhibition in rabbit reticulocyte lysate; inhibition, % at 5.6 µM; 290,000 tested, 0.91% active; luciferase refolding luminescence, 3 h;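 active = inhibition above the screen-wide mean plus 3 SD, computed separately per campaign, cut at about 16% in these data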;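 note: 0% = DMSO wells and 100% = 60 µM geldanamycin wells; inhibitors lower the luminescence because luciferase stays unfolded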
HDAC3 inh – inhibitors of human histone deacetylase 3; recombinant HDAC3, fluorogenic peptide/trypsin coupled, fluorescence; 320,000 tested, 0.15% active; AID 2718; inhibition, % at 8.3 µM; O15379; in the data active = inhibition above about 26%, passing the limit was not always enough; inconclusive = no clear call, values can overlap the other calls
HSF1 activator – increases HSF-1 driven luciferase reporter signal. AID 504408. NIH3T3-HGL HSF-1 luciferase reporter, MG132, 8 h; 100% = twice DMSO control signal. 300,000 tested, 1.7% active. activation, % at 9 µM;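 active = mean replicate activation of at least 50% with a set share of replicates each reaching 50%; inconclusive = only one of those two conditions met; inactive = mean below 50% and too few replicates reaching it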;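 note: 0% = median of the neutral control wells and 100% = twice that signal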
Platelet DG rel – modulates dense granule release in human platelets | human platelet-rich plasma, SFLLRN dense granule ATP release, luminescence | inhibition, %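 (compounds screened at 7.5 µM in platelet-rich plasma)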 | 300,000 tested, 0.22% active | AID 1663;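 active = mean replicate score, as percent of positive control, at or above 50; inconclusive = mean below 50 but at least one replicate at or above 50; inactive = mean and every replicate below 50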
GSK3B inh – inhibitors of human GSK3beta kinase; GST-GSK3beta kinase, ADP-Glo luminescence, 60 min; stronger effect = lower value; 300,000 tested, 0.038% active; AID 2097; activity score (negative = inhibition), % at 10 µM; P49841;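 active = more than half of replicate wells score below -50%, meaning over 50% inhibition versus plate controls; inconclusive = some replicates but at most half score below -50%; inactive = no replicate scores below -50%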;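 note: 0% = median DMSO wells and -100% = median GW8510 positive control wells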
Target sequence (P49841 whole entry, looked up): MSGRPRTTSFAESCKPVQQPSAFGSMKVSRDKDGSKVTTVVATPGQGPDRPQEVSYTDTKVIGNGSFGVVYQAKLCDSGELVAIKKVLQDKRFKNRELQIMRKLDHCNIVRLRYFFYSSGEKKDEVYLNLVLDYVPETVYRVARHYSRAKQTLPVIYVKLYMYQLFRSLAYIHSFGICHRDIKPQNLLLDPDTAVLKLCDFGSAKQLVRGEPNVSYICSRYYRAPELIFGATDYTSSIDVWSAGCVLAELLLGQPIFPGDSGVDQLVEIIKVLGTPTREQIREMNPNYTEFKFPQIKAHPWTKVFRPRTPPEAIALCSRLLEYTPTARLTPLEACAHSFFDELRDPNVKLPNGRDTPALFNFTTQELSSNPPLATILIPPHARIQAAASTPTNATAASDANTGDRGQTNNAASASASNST
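Assay system: GST-tagged human GSK3beta kinase, cell-free; Input: 1.6 ng GSK3beta; Medium: Tris/MgCl2 kinase buffer; Timing: 60 min enzyme reaction, room temperature; Signal: ADP-Glo luminescence quantifying ADP generated by kinase; Evaluation: score relative to plate controls; Benchmarks: DMSO neutral wells and GW8510 at 20 µM as positive.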
PolyA inhibitor – inhibitors of polyadenylation in S. cerevisiae | S. cerevisiae SKY197-pL101 polyadenylation reporter, beta-gal luminescence; efflux-impaired pdr1/pdr3 knockout yeast; score 100 = 6 SD above DMSO | 300,000 tested, 0.02% active | AID 1875 | calls only at 12 µM;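 active = lowest replicate activity score at least 50, where 100 means six control SD above control mean; inconclusive = lowest score under 50 but half or more replicates reach 50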;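 note: yeast exposed to compound for 9 h at 30 °C; higher score means more reporter readthrough which indicates perturbed polyadenylation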
GSK3A inh – blocks human GSK-3 alpha kinase; P49840; ADP-Glo luminescence, 60 min; inhibition, % at 10 µM; 320,000 tested, 0.1% active;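 in the data active = inhibition above about 50%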;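 note: GST-tagged GSK-3 alpha with peptide substrate and 25 µM ATP; 0% = DMSO neutral wells and 100% = GW8510 positive control wells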
Target sequence (P49840 whole entry, looked up): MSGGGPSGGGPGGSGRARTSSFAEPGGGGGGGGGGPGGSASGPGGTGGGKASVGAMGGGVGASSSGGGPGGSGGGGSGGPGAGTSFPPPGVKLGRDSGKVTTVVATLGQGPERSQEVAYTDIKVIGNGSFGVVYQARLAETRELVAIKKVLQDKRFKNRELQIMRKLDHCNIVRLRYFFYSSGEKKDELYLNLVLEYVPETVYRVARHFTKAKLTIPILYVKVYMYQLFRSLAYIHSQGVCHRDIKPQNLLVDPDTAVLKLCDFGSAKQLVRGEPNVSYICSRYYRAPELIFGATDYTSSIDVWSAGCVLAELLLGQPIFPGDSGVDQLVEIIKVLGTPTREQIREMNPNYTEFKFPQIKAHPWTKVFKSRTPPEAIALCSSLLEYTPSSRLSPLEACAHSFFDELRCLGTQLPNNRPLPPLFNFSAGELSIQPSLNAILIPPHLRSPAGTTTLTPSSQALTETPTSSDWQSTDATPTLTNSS
Dyrk1A ADPGlo – Dyrk1A (rat) kinase inhibition. 310,000 tested, 0.43% active. inhibition, % at 12.5 µM. ADP-Glo luminescence, NFATc1 peptide. Q63470; in the data active = inhibition above about 50%;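 note: plate controls were vehicle with enzyme for no effect and no enzyme for full effect; many of its hits are not listed in these tables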
* hit, by the source's call; i = inactive; ? = inconclusive; . = no result given.

GSK3A inh,Platelet DG rel,PolyA inhibitor,GSK3B inh,HSF1 activator,Dyrk1A ADPGlo,AI-2 QS modul,HSF1 inhib,HSP90 refold inh,HDAC3 inh,compound
0,-17,i,4,19,-5,15,-3,-2,6,Cc1ccc(C)c(NS(=O)(=O)c2ccc(OCC(=O)NCc3ccco3)cc2)c1
-1,5,i,-2,24,0,-6,3,-6,-2,C=CCN1CN(S(=O)(=O)c2ccc(OC)cc2)c2nc3ccccc3nc21
-1,29,i,-3,-1,2,15,-2,-3,3,CCn1c(SCC(=O)Nc2ccc(C)cc2)nc2sc3c(c2c1=O)CCN(C)C3
1,-4,i,2,1,-4,21,12,3,4,CS(=O)(=O)N(CC(=O)NCc1ccc2c(c1)OCO2)C1CCCCC1
-1,9,i,-2,-34,-1,-8,-23,7,-6,CCN(C(=O)Cc1cccs1)c1nnc(-c2cc(OC)c(OC)c(OC)c2)s1
0,-5,i,2,-6,19,29,0,-1,8,CCOc1ccccc1Nc1ncnc2ccccc12
0,0,i,-2,7,-4,3,-8,3,-24,CCCCCCn1c(C(C)O)nc2ccccc21 (centres undefined)
1,-3,i,1,20,.,4,0,-5,9,Cc1nc(SCCO)c([N+](=O)[O-])[nH]1
-2,-1,i,3,-6,7,13,-11,3,8,OC(CCCN1CCC(O)(c2ccc(Cl)cc2)CC1)c1ccc(F)cc1 (centres undefined)
0,-10,i,2,1,-5,5,0,-2,6,O=C(CSc1nnc(CNC(=O)c2cccc(C(F)(F)F)c2)o1)NCC1CCCO1 (centres undefined)
-1,3,i,.,21,11,.,-1,-2,-3,O=C(O)Cn1c(Cc2ccccc2)nc2ccccc21
2,9,i,-5,-15,8,5,-5,-2,-2,O=C(Nc1ccccc1C(=O)NCCN1CCOCC1)c1cccc([N+](=O)[O-])c1
-1,-4,i,3,.,-1,19,.,5,-17,COc1cccc2c(=O)c(C(=O)O)c[nH]c12
1,-7,i,-4,-12,1,26,6,-2,1,Cc1nc2nc[nH]n2c(=O)c1CCOC(=O)c1ccccc1F
-3,-1,i,-1,14,1,0,2,0,-15,CCOc1ccc(-n2c(=O)cc(N3CCN(c4ccccc4)CC3)[nH]c2=O)cc1
3,46,i,-5,-56,.,19,-47,64*,-10,O=C(c1ccc(-c2nc3ccccc3s2)s1)N1CCOCC1
0,-1,i,-2,-8,-1,21,5,-6,3,S=C(NCCNC(=S)Nc1ccccc1Cl)Nc1ccccc1Cl
2,1,i,-1,-8,-11,34,-5,-1,.,CCOc1ccc(Cl)cc1CNCCNCCO
-2,-6,i,0,-2,0,22,-4,-2,-2,COc1cccc(CSc2nnc(-c3ccco3)n2C)c1
-4,-3,i,-5,-21,1,-1,0,4,.,Cc1ccc(-n2nnnc2CS(=O)(=O)c2ccccc2)c(C)c1
-4,17,i,-1,25,3,10,1,-5,4,Nc1ccc2nc(-c3cc(Cl)c(N)c(Cl)c3)[nH]c2c1
3,-1,i,0,6,.,17,5,4,0,CCOn1c(-n2nc(C)cc2C)nc2ccccc2c1=O
-2,-27,i,0,-7,-1,26,3,1,-2,O=C(CSc1nnc(-c2ccccc2O)o1)NC1CCCCC1
0,8,i,0,6,2,6,-2,0,-3,CC(=O)Nc1cccc(N2C(=O)CC(N3CCC(C(=O)N4CCCCC4)CC3)C2=O)c1 (centres undefined)
0,-5,i,-1,2,-1,24,-2,3,-2,CCOc1ccccc1NC(=O)[C@@H](NC(=O)c1cccc(S(=O)(=O)N2CCOCC2)c1)C(C)C
0,-5,i,0,-16,0,9,3,-3,4,Cc1ccc(NC(=O)CC2C(=O)OCC3CCCCN32)cc1Cl (centres undefined)
5,-5,i,-3,4,5,0,6,15,10,COC(=O)c1ccc(-c2ccc(C(c3c(C)[nH][nH]c3=O)c3c(C)[nH][nH]c3=O)o2)cc1
1,2,i,0,8,-8,30,-9,-7,4,COc1ccc(CCn2c(SCC(=O)Nc3cc(C)on3)nc3ccccc3c2=O)cc1OC
-2,6,i,1,-22,0,3,-11,.,2,Cc1ccc(C)c(S(=O)(=O)N2CCN(C(=O)Cn3c(=O)cnc4ccccc43)CC2)c1
-1,8,i,0,10,0,46,10,-1,1,CCn1c(=O)n(CC)c2cc(S(=O)(=O)N3CCC(c4ccccc4)CC3)ccc21
-3,-1,i,-4,22,-2,7,1,-7,-1,CC(C)OCC(O)Cn1c(N2CCCC2)nc2c1c(=O)n(C)c(=O)n2C (centres undefined)
-1,5,i,-2,9,-4,20,2,-2,-1,Cc1[nH]c2ccccc2c1CCN(Cc1cccs1)C(=S)NC(C)(C)C
0,2,i,-3,6,-4,18,9,-3,-4,Fc1ccc(Cn2nnnc2C(c2cccs2)N2CCN(C3CCCCC3)CC2)cc1 (centres undefined)
-1,0,i,2,22,18,12,15,1,3,COc1ccccc1N(CC(=O)NC1CCCCC1)S(=O)(=O)c1cccs1
-2,11,i,4,19,5,23,4,-1,0,COc1ccc(C2=CSC3=NNC4(CCCCC4)NN23)cc1
2,-2,i,0,5,-2,17,-7,3,-9,CC(=O)N1CCC(C(=O)c2ccc(Cl)cc2)CC1
-2,12,i,4,-2,.,-6,11,-3,6,O=C(CSc1ccc(-c2ccc(Br)cc2)nn1)NCC1CCCO1 (centres undefined)
.,0,i,0,1,-4,12,3,3,3,O=c1[nH]cnc2c1sc1nc(-c3ccccc3)c3c(c12)CCCC3
-1,-1,i,0,34,1,-72,21,0,2,Clc1ccc(CSc2ccc(-c3cccnc3)nn2)cc1
-1,3,i,-3,-6,-4,12,7,3,1,COc1cc(/C=N\NC(C)=O)ccc1OC/C=C/c1ccccc1
0,-4,i,-1,-22,-6,-2,-13,4,-3,COc1ccc(/C=N/Nc2ccc([N+](=O)[O-])cc2S(=O)(=O)N2CCN(C)CC2)cc1
-2,1,i,-2,-15,-2,18,-11,5,-5,O=C(CCCOc1ccc(Cl)cc1Cl)NNC(=O)c1ccc(NC(=O)c2ccccc2)cc1
-2,-1,i,-1,-3,-3,14,1,-2,-1,Cc1ccc(-n2nnnc2SCC(=O)NC(C(=O)O)(c2ccccc2)c2ccccc2)cc1C
-2,16,i,3,16,-2,-1,9,1,0,CN(CC(=O)Nc1ccccc1Br)C(=O)CNC(=O)c1ccc(Oc2ccccc2)cc1
2,-3,i,1,6,6,11,9,-1,7,COc1ccc(CCNC(=O)CSc2nnnn2Cc2ccc3c(c2)OCO3)cc1OC

Quoted from the results shown (2 entries):
GSK3A inh,Platelet DG rel,PolyA inhibitor,GSK3B inh,HSF1 activator,Dyrk1A ADPGlo,AI-2 QS modul,HSF1 inhib,HSP90 refold inh,HDAC3 inh,compound
-1,-1,i,0,34,1,-72,21,0,2,Clc1ccc(CSc2ccc(-c3cccnc3)nn2)cc1
-1,3,i,-3,-6,-4,12,7,3,1,COc1cc(/C=N\NC(C)=O)ccc1OC/C=C/c1ccccc1

The results go on:
GSK3A inh,Platelet DG rel,PolyA inhibitor,GSK3B inh,HSF1 activator,Dyrk1A ADPGlo,AI-2 QS modul,HSF1 inhib,HSP90 refold inh,HDAC3 inh,compound
0,-4,i,1,3,2,-5,1,5,1,Cc1cccc(NC(=S)NC2CCSc3ccccc32)c1 (centres undefined)
7,1,i,2,-5,57*,74,-2,-1,-7,Cc1c(C(=O)O)sc2nc(-c3cccs3)cc(C(F)(F)F)c12
0,2,i,0,3,1,-18,12,-10,-2,c1ccc(Oc2ncnc3oc(-c4ccccc4)cc23)cc1
0,-2,i,5,-4,5,7,-5,-1,-6,FC(F)(F)c1cc(Cl)c2nnc(-c3ccccn3)n2c1
0,-9,i,-1,-19,7,35,-2,-2,-8,O=C1c2ccccc2C(=O)N1CCCc1nc(-c2ccncc2)no1
-2,4,i,1,20,6,17,1,-1,1,CCn1c(COc2ccc(OC)cc2)nnc1SCC(=O)Nc1cc(OC)ccc1OC
-1,2,i,-2,-10,2,6,-3,7,1,COc1ccc(C2SCC(=O)N2CCCN(C)C)cc1 (centres undefined)
-1,-1,i,-1,15,3,22,2,-3,1,O=S(=O)(c1ccc(Cl)cc1)N1CCCC(C(F)(F)F)C1 (centres undefined)
-1,15,i,1,112*,3,26,75,0,.,CCOC(=O)c1c(NC(C)=O)sc2c(O)c(CN3CCN(CC)CC3)ccc12
0,8,i,-3,-4,4,8,-2,-3,11,C=CCn1c(SCC(=O)Nc2nc(C)cs2)nnc1C(CO)NC(=O)c1ccccc1 (centres undefined)
-5,8,i,-3,-2,0,29,1,6,?,Cc1ccc(S(=O)(=O)Nc2nsc(N)n2)cc1
-3,6,i,-3,2,3,21,0,3,11,Cn1c(COc2ccccc2)nnc1SCCN1CCOCC1
-4,-2,i,-1,-25,3,-3,-5,0,3,Cc1ccc(C)c(Cn2c(=O)c3c(nc4n3CCN4Cc3ccco3)n(C)c2=O)c1
-1,0,i,1,-6,.,4,-1,3,-3,COc1ccc(CN2CCNC(=O)C2CC(=O)NCc2csc(C(C)C)n2)c(OC)c1 (centres undefined)
0,1,i,1,-3,4,13,5,6,-3,Cc1onc(-c2c(F)cccc2Cl)c1C(=O)NC1CCSC1=O (centres undefined)
1,8,i,2,48,3,9,19,-1,-6,Cc1cc(=O)oc2ccc(OCC(=O)N3CCC(C)CC3)cc12
-2,-1,i,0,-12,-3,33,-4,-1,0,Cc1cccc(C(=O)N2CCC(n3nnc4cc(F)ccc43)CC2)c1
-1,0,i,-1,7,-2,-13,-6,-2,9,O=C(NCCc1ccccc1F)N[C@@H](Cc1ccccc1)C(=O)O
-1,3,i,1,-5,5,17,-2,9,.,CCOC(=O)Cn1c(=O)n(CC(=O)OCC)c2ccccc21
1,-2,i,2,-20,-4,-1,-18,2,-1,Cn1c(=O)c2c(nc(Oc3ccc4ccccc4c3)n2C)n(C)c1=O
-3,3,i,0,69*,-1,11,25,3,-2,Cc1ccc(N2CCN(CCc3nc4cc(NC(=O)c5ccco5)ccc4n3C)CC2)cc1
.,0,i,2,11,-6,20,2,2,-1,N#CC(C(=O)C12CC3CC(CC(C3)C1)C2)c1nc2ccccc2[nH]1 (centres undefined)
0,-3,i,0,-4,-1,3,-1,2,-2,CCN(CC)C1CCN(C(=O)c2cc(COc3ccccc3SC)on2)C1 (centres undefined)
-4,2,i,3,-6,8,21,0,2,5,CC1(C)[N+]([O-])=C2C(=[N+]([O-])C1(C)C)c1ccccc1/C2=N\O
-1,7,i,-1,-16,-9,6,1,6,-4,CC1CCCCC1NC(=O)C1CCN(c2c3c(nc4ncnn24)CCC3)CC1 (centres undefined)
-2,2,i,-3,14,.,-10,-1,-3,-1,COc1ccc(CCNC(=O)c2[nH]c(C)c(C(C)=O)c2C)cc1
.,0,i,6,-2,0,30,-5,-1,.,COc1ccccc1OCCC(=O)Nc1cccc(S(=O)(=O)N2CCCCC2)c1

The list is partial. The share of hits here may be higher or lower than overall.
